Assay outcomes as filed in PubChem.
TGFb SMAD3 inh: blocks TGF-b signaling; actives 1.2% (n = 410,000); HepG2 CAGA-GFP TGF-b/SMAD3 reporter, GFP fluorescence, 18 h; TGF-beta stimulated, 500 pg/mL final; Potency, µM (titrated, usually from 46.1 µM), inactives show top-dose activity, negative = inhibition, usual class: inhibitors; also: potency is read from the fitted curve at half-maximal effect; % is scaled to controls: 0 for no effect and ±100 for the full control effect; nearly all actives have a fitted effect of over 65% in size
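Per well, imaged GFP fluorescence of HEPG2 CAGA-GFP cells gives the signal; cells get compound, then TGF-beta (500 pg/mL final), 18 h at 37 degrees C; %Activity versus -TGF-beta and +DMSO controls.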
MmCpn inh: blocks the Methanococcus maripaludis chaperonin Mm-Cpn | purified Mm-Cpn ATPase, ADP Transcreener TR-FRET | actives 0.031% (n = 330,000) | AID 504842 | Potency, µM (titrated, usually from 76.9 µM), for the others: at the highest dose activity, negative = inhibition, most hits filed as inhibitors; also: potency is read from the fitted curve at half-maximal effect; % is scaled to controls: 0 for no effect and ±100 for the full control effect; nearly all actives have a fitted effect of over 80% in size
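ATPase turnover read by TR-FRET ADP competition (Eu cryptate antibody/ADP-d2, 665/590 nm): 10uM ATP final, 25nM Mm-CPN final, 30 min 37degC after 10-min compound preincubation, pH 7.4 Tris/KCl/MgCl2/DTT buffer.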
A549 tox: kills or reduces viability of A549 cells in Nrf2 counter-screen; A549 ARE-Fluc cells, CellTiter-Fluor viability, 18-24 h; Potency, µM (titrated, usually from 46 µM), without a hit: at the highest dose activity change, negative = cytotoxicity, actives largely listed as inhibitors; actives 0.16% (n = 390,000); AID 504648; also: potency is read from the fitted curve at half-maximal effect; % is scaled to controls: 0 for no effect and ±100 for the full control effect
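A549 ARE-Fluc cells in 5% FBS OPTI-MEM, 5000 cells/well, rested 2 h then exposed to compounds in concentration-response for 18-24 h at 37 °C. Viability by CellTiter-Fluor fluorescence (Ex 405/Em 525) after 30 min; luciferase luminescence (BugLite, 15 min, RT) read afterwards.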
EPAC2 antagonist: blocks human EPAC2 exchange factor; Potency, µM (titrated, usually from 114 µM), for inactives: top-dose activity, negative = inhibition, usual class: inhibitors; Q8WZA2; EPAC2 GEF exchange of Rap1B-BODIPY-GDP, fluorescence; actives 0.18% (n = 360,000); AID 720708; also: potency is read from the fitted curve at half-maximal effect; % is scaled to controls: 0 for no effect and ±100 for the full control effect; nearly all actives have a fitted effect of over 45% in size; many of its hits are not listed in these tables
Target sequence (Q8WZA2 whole entry, looked up): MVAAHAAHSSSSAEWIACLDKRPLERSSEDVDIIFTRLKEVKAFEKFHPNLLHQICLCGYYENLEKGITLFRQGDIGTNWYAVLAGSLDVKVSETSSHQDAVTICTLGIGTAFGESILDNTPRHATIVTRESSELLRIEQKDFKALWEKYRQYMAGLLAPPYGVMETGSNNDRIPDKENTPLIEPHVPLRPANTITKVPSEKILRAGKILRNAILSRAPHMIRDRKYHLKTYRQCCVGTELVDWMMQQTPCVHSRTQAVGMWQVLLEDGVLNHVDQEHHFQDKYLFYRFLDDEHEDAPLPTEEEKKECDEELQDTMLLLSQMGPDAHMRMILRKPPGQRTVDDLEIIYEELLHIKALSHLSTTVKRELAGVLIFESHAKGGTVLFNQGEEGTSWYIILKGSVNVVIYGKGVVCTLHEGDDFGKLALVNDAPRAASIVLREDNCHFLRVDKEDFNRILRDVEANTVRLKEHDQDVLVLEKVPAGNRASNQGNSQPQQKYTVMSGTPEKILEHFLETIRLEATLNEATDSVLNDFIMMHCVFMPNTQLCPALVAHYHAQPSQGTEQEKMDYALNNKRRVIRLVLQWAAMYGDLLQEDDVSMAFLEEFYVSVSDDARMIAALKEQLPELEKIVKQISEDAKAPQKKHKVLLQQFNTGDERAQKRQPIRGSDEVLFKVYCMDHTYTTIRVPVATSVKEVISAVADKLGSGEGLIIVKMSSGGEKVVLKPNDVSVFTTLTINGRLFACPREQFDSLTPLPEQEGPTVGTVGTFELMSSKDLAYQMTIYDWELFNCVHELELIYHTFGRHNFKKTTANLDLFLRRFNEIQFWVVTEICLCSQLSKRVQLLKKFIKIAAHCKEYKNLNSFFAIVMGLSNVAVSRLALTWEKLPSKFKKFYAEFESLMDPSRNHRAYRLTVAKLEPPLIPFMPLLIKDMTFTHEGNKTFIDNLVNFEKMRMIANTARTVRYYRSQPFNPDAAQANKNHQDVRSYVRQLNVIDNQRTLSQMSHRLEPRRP
CCT chaperon mod: modulators of cytosolic chaperonin (CCT/TRiC) activity | activity change, % (no concentration beside the values), hits read low | purified chaperonin ATPase assay, HTRF ADP detection, 30 min | actives 0.3% (n = 360,000); in the data active = activity change below about -30%; also: % is scaled to controls: 0 for no effect and ±100 for the full control effect
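ATPase activity: ADP formed was measured by HTRF Transcreener (665/615 nm ratio) after 30 min at 37 deg C with 10 uM ATP. Compounds screened at one 76 uM concentration against 40 or 20 nM TRiC in Tris pH 7.4/KCl/MgCl2/DTT buffer.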
EPAC2 agonist: activates human EPAC2 exchange factor; Q8WZA2; EPAC2 activation, biochemical qHTS; response scale: 100% = 6.5 mM cAMP response; Potency, µM (doses to about 154 µM), for the others: top-dose activation, actives largely listed as activators; actives 0.079% (n = 360,000); AID 720711; also: potency is read from the fitted curve at half-maximal effect; nearly all actives have a fitted effect of over 50% in size
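Guanine nucleotide exchange by EPAC2 is measured as reduced fluorescence of BODIPY-GDP once it is released from 250 nM Rap1B. Plates are read kinetically for 30 min at room temperature; results are scaled to 6.5 mM cAMP.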
Nrf2 block: Nrf2 pathway inhibition; A549 ARE-Fluc reporter, luciferase luminescence, 18-24 h; Potency, µM (highest dose often 46 µM), inactives show at the highest dose activity change, negative = inhibition, hits mostly inhibitors; actives 2.1% (n = 360,000); AID 504444; also: potency is read from the fitted curve at half-maximal effect; % is scaled to controls: 0 for no effect and ±100 for the full control effect; nearly all actives have a fitted effect of over 60% in size
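Nrf2 activity is the BugLite luminescence, read 15 min after reagent at room temperature, following CellTiter-Fluor cytotoxicity readout (30 min, 37C). Compound titrations were applied for 18-24 h to 5000 A549 ARE_Fluc cells/well in 5% FBS OPTI-MEM.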
Akt phos inh: blocks phosphorylation of Akt; activity change, % for hits at 50 µM; Neuro2A IGF-stimulated pAkt S473 HTRF, 20 min; stronger effect = lower value; AID 651550; actives 0.32% (n = 360,000); in the data active = activity change below about -80%; inconclusive = mostly about -51% to -80%; also: % is scaled to controls: 0 for no effect and ±100 for the full control effect
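Neuro2A cells in DMEM with 0.5% FBS, overnight at 37 deg C, given compound at single 50 µM final, then IGF (6 nM final) for 20 min at 37 deg C. Lysed; phospho-Akt Ser473 by HTRF after 24 h, 665/615 ratio.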
Nrf2 activator: Nrf2 pathway activation. AREc32 ARE-luciferase reporter (MCF7-derived line), luminescence, 24 h. Potency, µM (top dose mostly 46.1 µM), for the others: at the top dose activation, usual class: activators. actives 0.31% (n = 410,000). AID 624171; also: potency is read from the fitted curve at half-maximal effect; % of control where 0% means no effect; nearly all actives have a fitted effect of over 65% in size
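For detection, Steady-Glo was added and plates sat 30 min at RT; before that, AREc32_Fluc cells grown overnight in OPTI-MEM/5% FBS had been treated with 23 nL compound for 24 hr at 37 deg C.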
* = called active by the depositor; i = inactive; u = inconclusive; x = no result given; [ ] = dose if it differs, or a comment. Unless noted, calls follow the shape of the dose curve; as a rule, active = well fitted curve in the direction sought with a large enough effect; inconclusive = small, poorly fitted or top-dose-only effect, or another doubt; inactive = no such curve, though single readings can be large; an effect the other way counts as inactive or inconclusive. These rows are one share of the data. The share of hits here may be higher or lower than overall.

SMILES | TGFb SMAD3 inh | MmCpn inh | A549 tox | EPAC2 antagonist | CCT chaperon mod | EPAC2 agonist | Nrf2 block | Akt phos inh | Nrf2 activator
CC(c1ccccc1)N1C(=O)c2ccccc2C1(O)Cc1ccccc1 (stereo not given) | -2.2% | -0.2% | 9.6% | -21.5% | 1.1 | -3.7% | 0.6% | i | 0.3%[9.22 µM]
Cc1[nH]nc2c1C(c1cccc(OC(=O)N3CCOCC3)c1)C(C#N)=C(N)O2 (stereo not given) | 3.3% | 0.0% | 1.7% | 9.5% | -0.2 | 8.2% | -7.1% | i | -0.3%
Cc1ccc(-n2nc3ccc(NC(=O)c4oc5ccccc5c4C)cc3n2)cc1 | 1.0% | x | -1.4% | x | x | x | 1.3% | x | -0.7%
CCOc1ccc(N2CC(C(=O)NCCN3C(=O)S/C(=C\c4ccc(OC)c(OC)c4)C3=O)CC2=O)cc1 (stereo not given) | -2.4% | -4.5% | 1.4% | 69.3%[activator] | -1.8 | -10.9% | 9.5% | i | -0.8%
O=C(/C=C/c1ccc2c(c1)OCO2)NCC1CCCO1 (stereo not given) | 10.9% | -8.7% | -7.1% | 9.9% | -2.1 | 14.6% | u | i | 0.6%
CN1C(=O)Cc2cc(S(=O)(=O)NCc3c(F)cccc3Cl)ccc21 | -27.4% | -0.4% | u | -3.2% | -0.8 | 8.3% | u | i | 5.4%
Nc1c(Cl)nc(-c2ccccc2)nc1Cl | -1.6% | -3.0% | 1.7% | 3.1% | -0.1 | 8.6% | -1.0% | i | u
Cc1ccccc1OC(C)C(=O)NCCC1=CCCCC1 (stereo not given) | -20.3% | 0.1% | 11.9% | -29.9% | -2.4 | -0.5% | 2.8% | i | 0.4%
Cn1ncc2c(=O)n(/N=C/c3ccccc3)cnc21 | u | 2.6% | -12.8% | 10.9% | -0.4 | 5.9% | 2.4% | i | 7.8%
O=C(COC(=O)CCCOc1ccc(Cl)cc1Cl)NCc1ccccc1 | 0.3% | -5.2% | 0.4% | -10.8% | 2.1 | 6.3% | u | i | -1.0%
COc1ccc(CN2CC(C(=O)NCCc3ccc(Cl)cc3)CC2=O)cc1 (stereo not given) | 4.5% | -2.1% | 1.2% | -2.6% | -0.2 | 10.1% | -16.3% | i | -0.3%
Cc1cc(C(=O)COC(=O)c2ccc(O)cc2O)c(C)n1-c1ccccc1 | u | -1.4% | -10.6% | 1.4% | -4.5 | 16.1% | -8.1% | i | -0.5%
Cc1ccc(-n2nc(C)c(C(=O)O)c2-n2cccc2)cc1 | x | 2.8% | 8.9% | x | x | x | 15.3% | x | 1.2%
Cc1cc(C)c[n+](CC(=O)c2cc3ccccc3oc2=O)c1 | -7.4% | 0.4% | -16.7% | -7.2% | -1.6 | 8.9% | -27.8% | i | 6.4%
Cn1nc(C(=O)Nc2cccc(C(F)(F)F)c2)ccc1=O | 13.5% | 0.6% | -3.1% | -0.7% | -2.7 | -1.7% | u | i | -0.1%
CC1(CCc2ccccc2)NC(=O)N(CC(=O)Nc2ccc(OC(F)F)cc2)C1=O (stereo not given) | -7.0% | 0.2% | -19.6% | -17.7% | 1.5 | -11.9% | -22.1% | i | -0.1%
CC(=O)c1cc(F)c(N2CCN(CCC#N)CC2)cc1C | 1.0% | 0.3% | -0.4% | 10.5% | -3.7 | 5.1% | -9.6% | i | 0.0%
CC(NC(=O)/C(=C\c1ccco1)NC(=O)c1ccco1)C(=O)O (stereo not given) | u | -0.3% | 2.9% | 6.5% | -2.0 | -0.8% | 8.1% | i | 0.4%
COc1cc(CNCCN2CCOCC2)ccc1OCc1ccccc1Cl | 71.2% | u | 5.3% | 8.7% | 0.6 | -7.1% | 3.1% | i | -0.1%
CC1(C)CC(=O)C(C=Nc2cccnc2)=C(O)C1 | -3.0% | 1.7% | -15.7% | -1.5% | 1.7 | 9.7% | -8.6% | x | -0.3%
CCc1nc2cccnc2n1-c1ccc(CC(=O)Nc2ccc(C)cc2)cc1 | 0.0% | x | -0.8% | x | x | x | -24.4% | x | 3.5%
CCOC(=O)Cc1csc(N/N=C/c2ccc(C(F)(F)F)cc2)n1 | -9.4% | 0.8% | 1.4% | -5.0% | 1.0 | 0.0% | -8.0% | i | -1.7%
COc1ccccc1/C=N/OCC(=O)NCc1ccc2c(c1)OCO2 | -13.1% | 5.8% | 12.9% | -4.8% | -1.0 | 27.8% | -2.8% | i | -0.5%
CCOC(=O)C1CCCN(C(=O)C(C)(C)Oc2ccc(Cl)cc2)C1 (stereo not given) | 1.1% | -1.5% | 2.7% | u | -2.4 | 7.5% | 1.9% | i | -0.6%
CC(=O)CSc1ncnc2sc3c(c12)CCC(C)C3 (stereo not given) | 0.0% | -0.3% | 10.5% | -15.6% | -1.3 | 10.6% | 16.3% | i | 6.4%

Three compounds already listed, arranged by the number in TGFb SMAD3 inh, rising:
SMILES	TGFb SMAD3 inh
Cc1ccccc1OC(C)C(=O)NCCC1=CCCCC1 (stereo not given)	-20.3%
CCc1nc2cccnc2n1-c1ccc(CC(=O)Nc2ccc(C)cc2)cc1	0.0%
Cn1nc(C(=O)Nc2cccc(C(F)(F)F)c2)ccc1=O	13.5%

The listing continues:
SMILES | TGFb SMAD3 inh | MmCpn inh | A549 tox | EPAC2 antagonist | CCT chaperon mod | EPAC2 agonist | Nrf2 block | Akt phos inh | Nrf2 activator
CCCOC(=O)NC(CC)COC(=O)Nc1cccc(C)c1C (stereo not given) | -23.3% | -0.8% | 2.4% | 2.9% | -6.8 | -0.3% | -18.0% | -115.9%* | 0.1%
CC(C)c1nnc(NC(=O)c2ccc(S(=O)(=O)N3CCOCC3)cc2)s1 | 17.1% | 1.0% | -0.7% | 0.8% | -2.5 | -3.9% | 9.7% | i | 0.0%
CCc1cc(=O)n2[nH]c(C)c(-c3ccccc3OC)c2n1 | 12.2% | -2.6% | -3.1% | 4.1% | -4.0 | 17.1% | u | i | -0.6%
CCOC(=O)C1(CCCc2ccccc2)CCN(C(=O)CCn2cnnn2)CC1 | -21.1% | 2.9% | 0.4% | 2.6% | -1.7 | 0.6% | 7.8% | i | -0.3%
CC1Nc2ccccc2C(=O)N1NC(=O)c1ccc(Br)cc1 (stereo not given) | 0.5% | 1.8% | 1.7% | 9.4% | -1.5 | -1.1% | 0.1% | i | -0.8%
Cc1ccc(N2C(=O)c3cccc4c(N5CCN(C)CC5)ccc(c34)C2=O)c2cccnc12 | 32.1%[activator] | u | u | 7.7% | -0.7 | -12.9% | -19.9% | i | -0.3%
O=C1NC(=O)C2C1C(c1ccccc1)N1C3C(=O)NC(=O)C3C(c3ccccc3)N21 (stereo not given) | -3.2% | 0.3% | -12.0% | -6.8% | -0.7 | -12.1% | -0.8% | i | -0.8%
O=c1c2ccccc2c(C=Nc2cccc(O)c2)c(O)n1-c1ccc2c(c1)OCO2 | u | 2.2% | u | 1.1% | 0.0 | 24.1%[15.6 µM] | u | x | 2.2%
Cc1cc(-c2ccc(F)cc2)n2ncc(-c3ccccc3)c2n1 | 10.9% | x | x | u | -0.3 | -20.7% | x | i | 1.5%
Cc1c(C)n(Cc2ccc(Cl)cc2)c2ccc(C(=O)NCCCN3CCOCC3)cc12 | -25.8% | 1.2% | u | -4.9% | 0.1 | 1.1% | u | i | 3.1%
Cc1ccc(NC(=S)N(CCCN2CCOCC2)Cc2ccccn2)cc1Cl | -0.8% | -2.5% | -0.7% | -2.2% | -0.6 | 4.8% | 12.7% | i | 0.9%
CC1CCN(c2ccccc2NC(=O)c2ccc(Br)o2)CC1 | u | 0.8% | 11.4% | -21.9% | -2.4 | 9.5% | -17.9% | i | 0.7%
Cc1ccc(C(=O)NCc2ccc(N3CCN(C(=O)OC(C)(C)C)CC3)cc2)cc1 | -7.5% | -0.3% | -2.9% | 13.8% | -2.2 | -4.8% | -16.1% | i | 0.5%
O=C(Nc1nnc(C2CC2)s1)c1ccc(S(=O)(=O)c2ccccc2)cc1 | -1.4% | 1.0% | 11.4% | 20.1% | 0.2 | 6.1% | 2.1% | i | 0.2%
C=CC(C)(O)CCC=C(C)C (stereo not given) | 9.7% | -0.1% | -14.8% | 6.5% | -0.7 | 5.1% | 2.4% | i | -1.4%
C=CCn1c(-c2oc3nc(-c4ccccc4)cc(-c4ccccc4)c3c2N)n[nH]c1=S | -6.2% | -2.5% | u | -1.3% | 2.6 | 4.5% | u | i | 4.7%
O=C(CCCl)N1c2ccccc2C=Cc2ccccc21 | -22.0% | x | -14.7% | u | 0.0 | 2.7% | u | i | 4.8%
CC(Sc1nc2ccc(C(=O)c3ccccc3)cc2[nH]1)C(=O)O (stereo not given) | 5.2% | -3.3% | 1.2% | -13.3% | -1.6 | u | 0.6% | i | -0.2%

Sorted by length of the SMILES (ascending): some entries from above.
SMILES | TGFb SMAD3 inh | MmCpn inh | A549 tox | EPAC2 antagonist | CCT chaperon mod | EPAC2 agonist | Nrf2 block | Akt phos inh | Nrf2 activator
CC1CCN(c2ccccc2NC(=O)c2ccc(Br)o2)CC1 | u | 0.8% | 11.4% | -21.9% | -2.4 | 9.5% | -17.9% | i | 0.7%
CC(Sc1nc2ccc(C(=O)c3ccccc3)cc2[nH]1)C(=O)O (stereo not given) | 5.2% | -3.3% | 1.2% | -13.3% | -1.6 | u | 0.6% | i | -0.2%
O=c1c2ccccc2c(C=Nc2cccc(O)c2)c(O)n1-c1ccc2c(c1)OCO2 | u | 2.2% | u | 1.1% | 0.0 | 24.1%[15.6 µM] | u | x | 2.2%
